# iPSC survival up = increases survival of single human iPS cells. hiPSC single-cell survival, ATPlite luminescence; 100% = ROCK inhibitor wells, 0% = DMSO. survival enhancement, % at 20 µM. 360,000 tested, 0.044% active; in the data active = survival enhancement above about 18%;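 note: cells exposed to compounds for 16 hours before the ATP read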
# ABCB6 inh MLPCN = human ABCB6 transporter inhibition | K562-ABCB6 porphyrin accumulation, flow cytometry, 1 h; stronger effect = lower value | Q9NP58 | 360,000 tested, 0.19% active | fluorescence ratio to DMSO, % at 10 µM;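 active = fluorescence ratio to DMSO below 75%, the collection mean minus 3 SD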;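 note: signal is porphyrin accumulated inside mitochondria; 100% equals median channel fluorescence of DMSO control wells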
# H9c2 protect = myocardial damage modulation in H9c2 cells; H9c2 cardiomyocytes, H2O2 injury protection, ATPLite, 2 h; protection from H2O2 cell death, % at 20 µM; 360,000 tested, 0.63% active; AID 588492;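 active = compounds giving at least 50% protection of heart cells from peroxide-induced death in the single-dose screen, raw or plate-pattern-corrected value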;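 note: 0% = DMSO wells with peroxide and 100% = DMSO wells without peroxide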
# N-glyco inh = N-linked glycosylation inhibition; 360,000 tested, 0.23% active; D54 ERlucT glycosylation luciferase reporter, 24 h; percent of 100 nM tunicamycin response; reporter increase, % at 12.5 µM;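 active = mean luciferase reporter signal, scaled so untreated is 0 and the glycosylation-blocking control 100, at or above a set limit in every replicate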;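 note: luciferase carries N-glycosylation sites so blocking glycosylation raises the light; 0% = median of neutral control wells and 100% = median of 100 nM tunicamycin wells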
# ABHD5-PLIN5 inh = ABHD5-PLIN5 protein interaction inhibition; Split G. princeps luciferase complementation, luminescence, 4 h; 360,000 tested, 0.78% active; Q00G26+Q8WTS1; AID 602281; inhibition, % at 4 µM;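 active = inhibition above the mean inhibition across every tested compound plus 3 SD, cut at about 22% in these data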;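 note: 0% = DMSO only wells and the 100% control is not disclosed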
# MC4R barr agon = human MC4R agonism via beta-arrestin; P32245; U2OS MC4R beta-arrestin complementation, luminescence; percent of melanotan II response, DMSO zero; activation, % at 8.9 µM; 360,000 tested, 0.98% active; AID 540308;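 active = activation above a per-plate cutoff, the mean activation of sample wells on that plate plus 3 SD, cut at about 8% in these data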
# aDG glyco act = alpha-DG glycosylation activation; AID 624168; Pro5-aDG cells, alpha-DG glycosylation AlphaScreen (IIH6); 0% Pro5, 100% B10-LARGE cell signal; activation, % at 10 µM; 360,000 tested, 0.22% active;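 active = activation of at least 8% versus controls, or a plate z-score of at least 8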;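 note: Pro5 are CHO cells carrying HIG-tagged alpha-DG that lacks glycosylation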
# MC4R antag cAMP = blocks human MC4R cAMP signaling; inhibition, % at 6.5 µM; MC4R-expressing cells, MTII-stimulated cAMP, LANCE TR-FRET; AID 540295; 360,000 tested, 0.48% active; P32245;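 active = inhibition above its plate's cutoff, the mean of tested wells on that plate plus 3 SD, cut at about 29% in these data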;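 note: 0% = Melanotan II alone and 100% = Melanotan II plus saturating MCL0020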
#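 Material: U2OS-MC4R stable cell line | Reagent: Melanotan II challenge after compound preincubation | Doses: One concentration, 6.5 µM nominal | Incubation: 30-min compound preincubation, 1-h Melanotan II challenge, 1-h detection, room temperature | Signal: TR-FRET cAMP assay | Replicates: One well per compound, no replicates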
# Exocytosis inh = lytic granule exocytosis inhibition; TALL-104 LAMP-1 surface exposure, flow cytometry; cells stimulated with thapsigargin and PMA; inhibition, % at 10 µM; 360,000 tested, 0.66% active; AID 651702;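 active = inhibition above about 55%, limit read from the data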
# HTR2A ag = activates the mouse 5-HT2A serotonin receptor; P35363; CHO-K1 mHTR2A beta-arrestin complementation, luminescence; percent of 30 µM serotonin response; activation, % at 7.6 µM; 360,000 tested, 0.66% active;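 active = activation above a run cutoff, the mean activation of all tested compounds plus 3 SD, cut at about 14% in these data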;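 note: 0% = plate median of compound wells and 100% = 30 µM serotonin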
# * marks the source's active call; other numbers are inactive results; . = no result given.
# Start of the data: the first 3 entries, ahead of the listing:
SMILES,iPSC survival up,ABCB6 inh MLPCN,H9c2 protect,N-glyco inh,ABHD5-PLIN5 inh,MC4R barr agon,aDG glyco act,MC4R antag cAMP,Exocytosis inh,HTR2A ag
C=CCn1c(SCC(=O)Nc2nnc(CC)s2)nnc1-c1ccncc1,-2.2,103,3,1,1,-2.7,-0.1,25,-1,-4
Nc1c(C(=O)c2ccc(Br)s2)oc2ccccc12,-3.1,105,-9,3,-2,-0.2,0.0,5,0,-3
Cc1ccc(NS(=O)(=O)c2ccc3c(c2)NC(=O)CCS3)cc1C,-0.4,97,-7,-6,2,0.7,0.1,6,9,-7

# Results, from the first entry:
SMILES,iPSC survival up,ABCB6 inh MLPCN,H9c2 protect,N-glyco inh,ABHD5-PLIN5 inh,MC4R barr agon,aDG glyco act,MC4R antag cAMP,Exocytosis inh,HTR2A ag
C=CCn1c(SCC(=O)Nc2nnc(CC)s2)nnc1-c1ccncc1,-2.2,103,3,1,1,-2.7,-0.1,25,-1,-4
Nc1c(C(=O)c2ccc(Br)s2)oc2ccccc12,-3.1,105,-9,3,-2,-0.2,0.0,5,0,-3
Cc1ccc(NS(=O)(=O)c2ccc3c(c2)NC(=O)CCS3)cc1C,-0.4,97,-7,-6,2,0.7,0.1,6,9,-7
CN1CCN(C(c2ccccc2)c2nnnn2Cc2ccccc2)CC1 (stereo unspecified),0.8,92,6,0,3,-2.0,-0.2,12,1,-5
Cc1cc(=S)[nH]c2c(C)cccc12,10,.,0,0,6,-1.2,-0.4,6,-1,2
COc1ccccc1N(C(=O)c1snc(C(N)=O)c1N)C(C(=O)NC1CCCCC1)c1cccc(OC)c1OC (stereo unspecified),0.2,101,-4,-3,-1,-0.4,0.0,-5,6,0
COc1ccc(/C=N/NC(=O)c2ccc(N(C)S(=O)(=O)c3ccccc3)cc2)cc1OC,-0.6,101,3,-1,-5,-0.4,-0.5,-1,5,-7
COc1ccc(C(O)c2ncc(-c3cccc(F)c3)[nH]2)cc1F (stereo unspecified),-1.2,93,-2,-2,7,-1.2,0.0,14,12,-6
COc1ccc(NC(=O)C(NC(=O)CNC(C)=O)c2ccc(C)cc2)cc1 (stereo unspecified),6.3,97,4,-2,-3,-1.9,0.0,2,-1,5
CCOC(=O)C1CCN(C(=O)Cn2nc(C)n3cccc3c2=O)CC1,0.7,99,10,0,2,-1.4,0.9,0,0,-5
CCCCCNC(=O)C(c1ccc(OC)cc1)n1c(=O)c(-c2cc3ccccc3[nH]2)nc2ccccc21 (stereo unspecified),.,.,.,.,-14,.,1.1,.,8,0
COc1ccc(C(=O)NCCC(=O)NCc2cc(=O)n(C)c(=O)n2C)cc1,-0.4,96,2,4,-5,-3.4,-0.1,2,1,5
COCCNC(=O)/C(C#N)=C/C(C)=C/c1ccccc1,-0.7,98,0,6,8,0.0,0.1,1,-11,3
CC(C)N(C(=O)CSc1nnnn1-c1ccc2c(c1)OCO2)C(C)C,-0.5,98,1,-1,-4,-0.6,-0.2,0,-2,0
O=C(Nc1ccccc1N1CCCCC1)c1ccc(-c2ccc(Cl)cc2)o1,-0.9,99,-8,8,-1,-1.4,-0.2,-20,33,-3
Cc1cc(Sc2nnc(N)s2)c2ccccc2n1,-0.6,97,3,12,23*,-4.2,-0.1,5,-6,-4
CCCOc1ccc(Cl)cc1Nc1nc(NCCO)nc(N2CCCC2)n1,-0.6,96,5,8,-4,-0.7,0.0,4,-2,1
O=C(OCc1ccccc1)N1CCC2CC1c1ccc(N3CCN(Cc4ccc5c(c4)OCO5)CC3)cc12 (stereo unspecified),-1.6,86,-8,-6,-14,.,-0.1,.,1,-5
COc1ccc(OC)c(S(=O)(=O)Nc2ccc(C(N)=O)cc2)c1,0.7,88,-4,2,2,-2.6,0.0,3,-4,-1
CC(C)C(NC(=O)c1ccccc1F)C(=O)NCCc1ccccn1 (stereo unspecified),0.5,97,-1,1,-1,-1.6,-0.3,6,0,2
CC1CCCN(S(=O)(=O)CCNC(=O)c2ccc3c(c2)OCO3)C1 (stereo unspecified),0.5,96,0,1,-2,-1.7,-0.1,7,-4,3
CCCC(c1nnnn1Cc1ccco1)N1CCC(C(N)=O)CC1 (stereo unspecified),2.0,94,-6,0,8,0.0,0.0,4,1,2
Cc1cc(N2CCCC2)ccc1NC(=O)COc1ccc(Cl)cc1,-4.0,106,-2,-1,1,1.9,0.1,6,-1,-12
COc1ccc(NC(=O)Cn2nnc(C(=O)NCc3cccs3)c2N)cc1,1.1,105,-1,1,12,-0.3,0.7,0,-6,15*
CC(=O)Oc1ccc2c3c(c(=O)oc2c1)CCCC3,-0.1,97,22,0,4,-0.3,-0.1,-7,-4,2
Cc1cc2c(cc1C)NC(c1cccnc1)C1=C(CC(C)(C)CC1=O)N2 (stereo unspecified),0.0,90,14,3,3,-0.3,0.0,0,-2,4
CCOc1ncccc1C(=O)N(CC)CC(=O)NCc1ccc(F)cc1,-0.1,107,4,-1,2,0.8,0.0,7,4,0
COc1ccc(C2(C)NC(=O)N(CC(=O)NCc3ccccc3)C2=O)cc1OC (stereo unspecified),0.3,95,13,3,0,-0.2,-0.1,-5,-14,5
O=C(NCc1cn2ccsc2n1)c1c(F)cccc1Cl,-1.9,100,19,-1,4,0.5,0.2,5,-5,-1
C/C(=C\C(=O)c1ccc(Br)cc1)Nc1cccc(Cl)c1,4.3,96,10,3,2,-1.1,-0.1,4,-1,1
OC(COc1ccccc1)CN1CCN(c2cccc(Cl)c2)CC1 (stereo unspecified),-2.4,90,-3,2,-5,5.2,0.2,-7,0,-2
Cc1cccc(Oc2ccccc2NC(=O)C2=COCCO2)c1,0.8,96,-6,-3,1,0.8,0.0,2,-2,1
Cc1cccc(C)c1NC(=O)Nc1nnc([C@H]2C[C@H](O)[C@@H](CO)O2)s1,0.4,100,-4,0,0,-1.2,0.0,8,-2,3
O=S(=O)(NC1CCCCCC1)c1ccc(Br)s1,0.3,101,-11,-1,-12,5.9,0.3,5,2,0
Cc1occc1C(=O)Nc1cccc(C(=O)O)c1,-0.4,100,0,2,1,-0.9,0.0,16,-3,3
Cc1cc(NC(=O)c2cccc(S(=O)(=O)N3CCCCCC3)c2)n(-c2ccccn2)n1,6.5,107,20,-2,9,-0.4,0.4,4,-4,4
NC(=O)CC(NC(=O)c1ccc(Br)cc1)c1ccc(N2CCN(c3ccc(F)cc3)CC2)c([N+](=O)[O-])c1 (stereo unspecified),-2.0,99,-13,1,-3,0.8,0.2,0,27,-11
CCOC(=O)N1CCC(c2nc(C)sc2C(=O)O)CC1,-2.9,99,4,3,3,-2.0,-0.1,-6,-3,2
NC(=O)C1(Nc2ccc(C(=O)O)cc2)CCCC1,8.1,103,3,2,-5,1.2,-0.1,5,-17,2
Cc1ccc(N(C(=O)C(F)(F)F)C(C(=O)NC2CCCCC2)c2ccncc2)cc1C (stereo unspecified),-1.4,103,-3,-3,-9,-0.8,-0.3,0,-3,-1
O=C(CN1C(=O)NC2(CCCCC2)C1=O)Nc1cc(C(F)(F)F)ccc1N1CCOCC1,-0.2,99,2,3,8,-3.0,-0.2,6,-7,-4
CCOC1=C2[C@@H](CN(S(=O)(=O)c3ccc(C)cc3)[C@H]2c2ccccc2F)[C@H]2C(=O)N(c3ccccc3)C(=O)[C@H]2C1,-1.2,95,10,0,3,.,0.0,.,-1,0
COc1ccc2c(C)c(CCC(=O)NC3CC3)c(=O)oc2c1C,-0.7,101,-3,5,-3,0.2,0.2,-3,-2,-2
O=C(c1ccc2nc3ccc(Cl)cc3c(=O)n2c1)N1CCOCC1,2.5,96,9,-4,-1,-2.1,0.2,9,4,-3
Cc1cc(C)cc(N(CC(=O)Nc2ccc(-c3nc4ccc(C)cc4s3)cc2)S(C)(=O)=O)c1,0.7,93,-10,-3,1,2.3,0.9,21,-1,0
O=C(NCCCCc1ccccc1)c1ccccc1F,-0.6,97,2,-3,-7,-1.6,0.1,10,1,-2
CCN(C(=O)CSc1nnc(-c2cccs2)n1CC)C1CCS(=O)(=O)C1 (stereo unspecified),0.0,97,2,2,1,1.8,-0.2,9,14,-1
COC(=O)c1sccc1NC(=O)Nc1cccc(C)c1C,-0.4,99,1,0,-9,-4.7,-0.2,9,3,1
O=C(Nc1ccc(S(=O)(=O)N2CCOCC2)cc1)c1ccc(Cl)s1,1.1,105,-10,-3,-1,1.7,3.6,0,-8,-6
CCOC(=O)CN(C(=O)COc1ccc2c(C)cc(=O)oc2c1)c1ccc(OCC)cc1,-1.1,87,0,2,1,0.1,0.3,-3,3,4
CCOc1ccc(N=C2NC(=O)/C(=C/C(=O)OC)S2)cc1,3.2,101,3,0,23*,-0.3,0.1,2,-2,0
Cc1ccc(C(=O)Nc2ccc(S(=O)(=O)NC3=NCCCCC3)cc2)cc1S(=O)(=O)N1CCOCC1,0.7,97,-8,-2,1,0.6,-0.1,1,0,5
Cc1ccc(C)c(NC(=O)CN(C)C(=O)c2cccc(S(=O)(=O)N3CCN(Cc4ccccc4)CC3)c2)c1,-0.2,96,-14,-4,-4,-3.5,1.0,4,7,2
O=C(CCCCC(=O)Nc1ccccc1)Nc1ccccc1,-1.0,95,-2,2,6,-1.2,-0.1,0,-8,-1
CC1(C)CC(=O)C=C(c2cccc(CO)c2)C1,5.5,102,8,1,-9,0.6,-0.1,3,-1,4
CCOC(=O)Cn1c2ccccc2n2nc(CCC(=O)O)c(=O)nc12,4.2,100,8,-1,0,-0.2,-0.2,10,0,0
CCOC(=O)[C@@H]1[C@H]2COc3cc(OC)ccc3[C@@H]2N2C(=O)N(c3cccc(F)c3)C(=O)[C@]12C,-0.1,93,4,0,-3,-2.0,0.1,2,6,0
O=C(N/N=C/c1ccc2c(c1)OCO2)c1ccc(COc2cccc3cccnc23)cc1,-0.5,93,37,1,-7,-3.2,0.2,5,0,6
O=C(c1ccco1)N1CCCN(Cc2nc(Cc3ccccc3)no2)CC1,2.3,98,1,2,-1,0.9,0.1,11,-2,2
O=C(NCCS(=O)(=O)NCc1cccs1)c1ccccc1,-0.1,102,5,-1,0,-0.9,-0.2,16,0,-2
# Other compounds follow:
SMILES,iPSC survival up,ABCB6 inh MLPCN,H9c2 protect,N-glyco inh,ABHD5-PLIN5 inh,MC4R barr agon,aDG glyco act,MC4R antag cAMP,Exocytosis inh,HTR2A ag
Cc1ccc(Cn2nnnc2CN2CCC(O)(c3cccnc3)CC2)cc1,1.8,96,-4,-2,4,-2.5,0.4,-2,1,-2
C=CCn1c(=O)c2ccccc2n2c(SCC(=O)NC)nnc12,-0.5,98,12,-2,-1,0.6,0.0,3,-11,9
Cn1c(CNC(=O)c2ccccc2F)nnc1SCC(=O)Nc1nncs1,0.2,100,-4,-1,-2,-0.4,0.2,5,-2,-2
CC(=O)NC12CC3CC(C1)CC(C(=O)NCc1ccc(C)cc1)(C3)C2,0.6,99,6,0,-1,-0.2,0.0,0,-2,4

# Bioassay records deposited in PubChem by several laboratories.

# Compounds were not picked by outcome. Share with any hit: about 4.5%.
